ssDAF12 agonist: S. stercoralis DAF-12 nuclear receptor activators, primary screen, cell-based, luminescence, HEK293, GRIP1 co-expression, lit1-tk-luc; HEK293 ssDAF-12/GRIP1 lit1-tk-luc reporter; % of 3 µM dafachronic acid response; activation, % at 6.8 µM; 370,000 compounds, 1% hits;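 active means activation above the mean over all tested compounds plus 3 SD, cut at about 0.9% in these data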;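 further: 0% = DMSO-only wells and 100% = 3 µM delta7-dafachronic acid wells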
ADAM10 inh: human ADAM10 inhibitors, primary screen, biochemical, QFRET, HTS | Disintegrin and metalloproteinase domain-containing protein 10 (Homo sapiens), O14672 | recombinant ADAM10, EDANS/DABCYL FRET peptide cleavage, 3 h | inhibition, % at 7 µM | 370,000 compounds, 0.62% hits | AID 720582, 2013;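 active means inhibition above a per-campaign cutoff equal to the mean of compounds falling between control-based bounds plus 3 SD, cut at about 20% in these data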;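 further: 0% = DMSO wells while the 100% control is not disclosed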
PLCb3 inh: human PLC-beta3 inhibitors, primary screen, biochemical, fluorescence | AID 720704, 2013 | 1-phosphatidylinositol 4,5-bisphosphate phosphodiesterase beta-3 (Homo sapiens), Q01970 | Purified PLC-beta3, fluorogenic substrate | inhibition, % at 12.2 µM | 370,000 compounds, 0.18% hits; in the data active means inhibition above about 11%;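 further: 0% = median of compound wells on plate and 100% = full blocker control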
DAX1 inh-1: DAX1 (NR0B1) inhibitors on StAR promoter, primary screen, cell-based, luminescence, SF-1 (NR5A1), full-length DAX-1. HEK293T StAR-luciferase reporter, SF-1/DAX-1 repression relief. 370,000 compounds, 1.1% hits. AID 652010, 2013. inhibition, % at 6.8 µM;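 active means inhibition above the mean over all tested compounds plus 3 SD, cut at about 3.6% in these data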;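 further: 0% = DAX-1 cells with DMSO and 100% = cells lacking DAX-1 with DMSO; higher inhibition means more luminescence from relief of DAX-1 repression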
HGIII-sPLA2 inh: human group III sPLA2 inhibitors, primary screen, biochemical, QFRET, BODIPY PC-A2 liposome substrate; Group 3 secretory phospholipase A2 (Homo sapiens), Q9NZ20; QFRET BODIPY PC-A2 liposome hydrolysis, fluorescence; inhibition, % at 12.2 µM; 370,000 compounds, 0.56% hits; AID 743126, 2013;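 active means inhibition above mean plus 3 SD of compounds lying within the high and low control bounds, cut at about 19% in these data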;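 further: 0% = median of test compound wells and 100% = no enzyme DMSO wells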
Target sequence (Q9NZ20 whole entry, looked up): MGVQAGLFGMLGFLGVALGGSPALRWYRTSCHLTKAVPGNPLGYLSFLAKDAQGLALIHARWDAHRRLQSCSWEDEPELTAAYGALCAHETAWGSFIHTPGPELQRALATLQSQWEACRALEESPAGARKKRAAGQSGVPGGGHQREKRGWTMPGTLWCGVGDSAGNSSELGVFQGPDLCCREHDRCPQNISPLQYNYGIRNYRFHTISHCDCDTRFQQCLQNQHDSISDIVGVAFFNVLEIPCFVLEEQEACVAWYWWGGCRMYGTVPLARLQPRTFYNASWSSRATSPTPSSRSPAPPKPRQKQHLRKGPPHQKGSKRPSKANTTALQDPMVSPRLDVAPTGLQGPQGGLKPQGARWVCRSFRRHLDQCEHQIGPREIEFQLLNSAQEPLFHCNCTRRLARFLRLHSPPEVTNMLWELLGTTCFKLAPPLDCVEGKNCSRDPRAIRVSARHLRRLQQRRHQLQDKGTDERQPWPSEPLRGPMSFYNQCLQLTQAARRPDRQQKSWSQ
hgDAF-12 ag: H. glycines DAF-12 receptor agonists, primary screen, cell-based, luminescence, HEK293, GAL4 fusion, UAS-luciferase; 370,000 compounds, 1.8% hits; HEK293 GAL4-hgDAF12 UAS-luciferase reporter, agonist luminescence; normalized to butyrate control; Nuclear hormone receptor DAF-12 (Heterodera glycines), GAL4 fusion; activation, % at 6.8 µM; AID 687014, 2013;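 active means activation above a cutoff set at the mean of all screened compounds plus 3 SD, cut at about 10% in these data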;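 further: 0% = DMSO wells and 100% = sodium butyrate wells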
GAA850 FXN act: FXN promoter activators, primary screen, cell-based, luciferase luminescence, HEK293 lucGAA850. HEK293 lucGAA850 FXN promoter luciferase reporter, 24 h; percent of 10 µM SAHA response. activation, % at 6 µM. 360,000 compounds, 0.56% hits;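 active means activation above the average of all compounds screened plus 3 SD, cutoff fixed separately per campaign, cut at about 7.5% in these data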;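 further: 0% = DMSO wells and 100% = 10 µM SAHA wells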
hcDAF12 agonist: H. contortus DAF-12 nuclear receptor activators, primary screen, cell-based, luminescence, HEK293, lit1-tk-luc reporter | HEK293 hcDAF-12 lit1-tk-luc reporter; 0% DMSO, 100% Δ7-dafachronic acid | activation, % at 6.8 µM | 370,000 compounds, 1.4% hits;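 active means activation above the mean of all tested compounds plus 3 SD, cut at about 5.5% in these data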;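 further: 100% = response to 3 µM Δ7-dafachronic acid high control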
DAX1 inh-2: DAX1 (NR0B1) inhibitors, primary screen, cell-based, HEK293, Gal4-DAX1, luciferase luminescence; HEK293 Gal4-DAX1 luciferase reporter; 340,000 compounds, 0.99% hits; Nuclear receptor subfamily 0 group B member 1 (Homo sapiens), P51843; AID 504766, 2011; inhibition, % at 6.75 µM;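 active means inhibition above the mean over all tested compounds plus 3 SD, cut at about 4.2% in these data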;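 further: 0% = DAX1-transfected cells with DMSO and 100% = empty-vector control cells with DMSO; inhibition shows as a rise in luminescence from relieved DAX1 repression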
Target sequence (P51843 207-470 limits assumed): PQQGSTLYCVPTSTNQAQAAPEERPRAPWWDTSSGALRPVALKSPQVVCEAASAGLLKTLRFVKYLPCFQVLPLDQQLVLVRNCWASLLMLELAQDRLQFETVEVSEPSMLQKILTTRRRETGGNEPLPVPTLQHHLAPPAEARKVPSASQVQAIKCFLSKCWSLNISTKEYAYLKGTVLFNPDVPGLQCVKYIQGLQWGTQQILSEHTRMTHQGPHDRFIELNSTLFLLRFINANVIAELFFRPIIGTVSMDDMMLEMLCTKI
ADAM17 inh: ADAM17 inhibitors, primary screen, biochemical, QFRET | inhibition, % at 6.95 µM | Disintegrin and metalloproteinase domain-containing protein 17 (Homo sapiens), P78536 | recombinant ADAM17, EDANS/DABCYL FRET peptide cleavage | 370,000 compounds, 0.83% hits | AID 720648, 2013;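 active means inhibition above the mean of compounds lying between control limits plus 3 SD, set per campaign, cut at about 8.5% in these data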;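 further: 0% = DMSO-only wells as the low control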
PLCg1 inh: PLC-gamma1 enzyme inhibitors, primary screen, biochemical, fluorescence, purified enzyme; 1-phosphatidylinositol 4,5-bisphosphate phosphodiesterase gamma-1 (Homo sapiens), P19174; inhibition, % at 12.2 µM; 370,000 compounds, 0.84% hits; AID 720700, 2013; fluorogenic substrate; in the data active means inhibition above about 9.5%
The depositor's hits bear a star; i = inactive; . = not tested or not shown.

canonical_smiles	ssDAF12 agonist	ADAM10 inh	PLCb3 inh	DAX1 inh-1	HGIII-sPLA2 inh	hgDAF-12 ag	GAA850 FXN act	hcDAF12 agonist	DAX1 inh-2	ADAM17 inh	PLCg1 inh
O=C(CSc1nc2ccccc2s1)NCCOc1ccccc1	-0.1	7	0	0.3	-19	3.7	0.2	0.3	2.9	1	3
Cc1ccc(S(=O)(=O)N(C)Cc2cc3ccccc3[nH]c2=O)cc1	-0.7	-3	2	-0.7	2	0.2	-0.3	-2.1	-0.4	-1	2
OC(CN1CCN(c2ccccc2Cl)CC1)c1ccccc1 (centres undefined)	-0.8	11	-6	-0.8	12	-0.6	-1.5	0.2	-0.3	-4	2
COc1ccc(CCNS(=O)(=O)CCNC(=O)c2ccc(OC)cc2)cc1	-0.7	-3	-7	2.0	1	-0.6	1.5	-0.8	0.7	-7	-3
CS(=O)(=O)N1N=C(c2ccco2)CC1c1ccccc1Cl (centres undefined)	-1.0	-3	-7	-0.8	3	-2.7	3.4	1.1	1.4	-3	2
CCCn1c(N)c(C(=O)CSc2nc(C3CC3)n(-c3ccccc3)n2)c(=O)[nH]c1=O	-1.3	-1	3	-1.2	-1	0.4	-0.7	-0.2	-0.5	-1	-2
O=C(Nc1nnc([C@H]2C[C@H](O)[C@@H](CO)O2)s1)c1ccccc1F	-0.8	-8	1	1.2	7	3.7	-1.7	-1.4	.	-4	-2
CCN(c1ccccc1C(=O)O)S(=O)(=O)c1ccc2[nH]c(=O)[nH]c2c1	-1.2	-53	-7	0.5	5	-1.3	-1.4	2.5	0.1	-14	-8
C#CCOCCOCCOCCNc1nc(N2CCN(C(=O)[C@H](CCC(=O)O)n3cc([C@@H](N)CC(N)=O)nn3)CC2)nc(N2CCN(C(=O)[C@H](CCC(=O)O)n3cc([C@@H](N)CC(N)=O)nn3)CC2)n1	-0.7	-12	2	2.0	3	-0.1	-0.6	0.9	0.4	1	-2
COc1ccc(NC(=O)CSc2nc(C)cs2)cc1OC	-0.8	-5	2	0.5	-7	-0.9	-1.4	-0.2	0.5	-1	3
O=C(NCc1nnc(SCC(=O)N2CCCc3ccccc32)n1-c1ccccc1)c1cccc2ccccc12	-1.7	2	3	-0.4	-20	1.0	3.1	-1.1	-0.2	5	0
COc1cc(Cl)c(CC(=O)c2c[nH]c3ccccc23)cc1OC	-1.4	5	1	-0.5	-12	-3.2	-1.1	-1.7	-1.6	0	2
COCCn1c(SCC(=O)NCC2CCCO2)nc2c([nH]c3ccccc32)c1=O (centres undefined)	0.5	-6	-1	0.9	2	0.3	-0.6	4.6	0.2	0	1
O=C(CSc1nc2ccccc2o1)Nc1nc2ccccc2s1	-0.1	9	2	0.9	-14	4.0	1.9	4.7	-0.8	3	2
C[C@H]1[C@H](N)CC[C@@]23CCCN2C(=O)CCC[C@@H]13	-1.6	-9	1	.	2	-1.5	.	-0.3	.	-2	0
CC(C)(C)OC(=O)C[C@@H]1C/C=C\C[C@H](CC(=O)NCCO)C(=O)N[C@H](Cc2ccccc2)COC1=O	-1.2	-4	-2	-0.4	-5	1.3	1.5	-0.6	1.6	-1	0
CC1CCN(C(=O)CSc2nncn2-c2ccccn2)CC1	-1.2	9	6	0.3	2	-1.4	1.8	1.2	-0.8	1	2
O=C(Oc1cccc(-n2cnnn2)c1)C1CCCCC1	-1.2	0	2	0.7	0	-1.3	-1.8	-0.3	-0.1	1	4
O=C(N/N=C/c1ccc2c(c1)OCO2)c1ccc(Cl)cc1Cl	-0.7	-1	-26	-0.2	0	4.9	-1.0	0.9	-1.5	-1	-8
COc1ccccc1Cc1c(-c2ccc(F)cc2)nc2ccc(C)cn12	0.1	-39	-13	4.6*	-5	9.4	.	0.4	.	-10	-11
CCc1c(C)nc2c(C)cccc2c1SCCC#N	-1.3	6	-1	-0.2	3	-1.3	1.1	-1.1	1.0	-3	-1
COc1ccc2c(c1)c(=O)oc1c(C)c(OCC(=O)N3CCc4ccccc4C3)ccc12	-1.4	-31	-27	0.5	5	-0.1	1.4	-1.2	-0.2	-13	-21
C/C(CC(=O)Nc1ccc2c(c1)OCCO2)=N\NC(=O)COc1ccc(C)cc1Br	-0.5	-2	-3	0.5	-17	0.5	3.2	1.9	-2.0	2	-1
COC(=O)c1[nH]c(C)c(/C(O)=C2\C(=O)C(=O)N(CCN3CCOCC3)C2c2ccccc2OC)c1C (centres undefined)	-2.0	-5	-2	-1.7	6	2.6	-2.7	-1.6	0.1	-2	-28
Cc1ccc(CC(=O)Nc2ccc(S(=O)(=O)Nc3ncccn3)cc2)cc1	-1.4	7	-4	0.0	-6	-2.8	1.0	-2.6	0.0	-1	0
Cc1cc(C)cc(Nc2c(F)c(F)c(F)c(F)c2C(=O)O)c1	-0.1	-1	0	1.3	-17	-0.7	0.7	-0.7	.	1	0
COc1ccc(CNC(=O)c2ccc(-c3cnn(C)c3)c3ccoc23)cc1OC	-0.6	-9	6	1.6	2	-1.6	2.0	-1.2	.	6	5
Cc1cnc2ccc(F)cc2c1	-0.6	5	6	0.3	10	1.9	.	2.4	.	3	12*
COc1ccc(Br)cc1S(=O)(=O)Nc1cccc(C)n1	-2.3	-20	-7	-0.1	1	2.5	3.1	0.1	2.5	-10	-5
COc1ccc(Cl)cc1C(=O)Nc1ccc(OCC(=O)N2CCOCC2)cc1	-1.2	2	-4	-0.9	8	-1.7	3.5	-2.6	0.2	1	-1
O=C(COC(=O)CC1CC2CCC1C2)Nc1ccc(F)cc1Cl (centres undefined)	-1.3	-4	-8	-0.4	1	-1.5	0.0	2.3	-0.7	3	3
CN(Cc1c(C(=O)N/N=C/c2ccc(F)cc2)nnn1-c1nonc1N)C1CCCCC1	-1.0	-4	-20	0.2	0	-0.3	3.0	-0.7	-0.2	4	-2
CCOc1cc(S(=O)(=O)n2c(C)nc3ccccc32)ccc1F	-1.3	0	2	-1.0	1	1.4	-1.6	-0.6	-0.1	-4	0
S=C(NCCCn1ccnc1)Nc1cccc(Cl)c1	-1.3	-3	-5	0.1	-5	-0.3	0.6	-1.1	-0.4	-3	-1
C#CCN1C=CC(=O)[C@@H](OC(=O)NCCC)[C@H]1c1ccccc1Br	-1.1	-6	0	-0.8	0	-0.3	-1.1	-0.3	1.1	-1	1
COC(=O)c1cc(NC(=O)CN2CCC(C(N)=O)(N3CCCCC3)CC2)cc(C(=O)OC)c1	-1.4	-6	1	0.0	-4	-0.4	-2.0	-2.0	0.4	-2	2
CC1CN(Cc2cc(=O)oc3cc(O)c(Cl)cc23)CC(C)O1 (centres undefined)	-0.6	i	i	0.3	5	0.1	-1.5	-1.4	1.0	i	i
CCCn1nc(NC(=O)CC)c2cc3cccc(C)c3nc21	-2.3	-40	-354	-1.1	4	-9.2	1.7	-5.6	-1.0	-15	-269
COC(=O)C1=C(C)Nc2nc3ccccc3n2C1c1ccccc1F (centres undefined)	-1.3	-5	-10	0.4	-4	-2.6	-2.1	-1.0	.	-4	-4
CSc1ccc(CN(C)C(=O)c2ccc(S(=O)(=O)Nc3ccccc3)cc2)cc1	-1.0	21*	-4	-2.0	-58	-7.5	0.4	-1.4	-0.9	6	6
CC1(C)Cc2c(sc3c2c(=N)n(Cc2ccco2)c(=O)n3Cc2ccc(F)cc2)CO1	-1.0	-11	-10	-1.0	-2	-1.9	3.8	-2.2	-1.1	-3	-4
CCCOc1ccc(/C=N/Nc2ccccc2[N+](=O)[O-])c(O)c1	-1.1	6	0	-1.1	7	-9.3	-8.6	-4.1	1.5	1	2
O=C1c2ccccc2C(c2nnnn2-c2ccc3ccccc3c2)N1C1CC1 (centres undefined)	-1.0	2	4	2.1	-7	-0.8	.	1.4	.	-3	1
COc1ccc(Nc2ncnc3sc(-c4ccccc4)cc23)c(OC)c1	-1.3	-84	-326	-0.6	2	-1.7	0.4	-1.7	1.6	-34	-257
COc1ccc(CNCCC(c2ccc(OC)cc2)c2ccccc2OC)cc1 (centres undefined)	-0.7	1	-7	-0.4	5	-1.8	-0.2	-1.9	-0.6	-9	4
C[C@H](NC(=O)[C@@H]1CCC(=O)N1Cc1ccco1)c1ccccc1	-0.1	-3	0	0.5	0	5.3	1.1	-1.5	0.4	-2	0
Cc1ccc(C)c(S(=O)(=O)c2c(C)cc(C)nc2Cl)c1	-0.5	-2	-5	-0.2	0	2.9	2.8	1.0	0.7	-4	-2

Screening data: PubChem BioAssay, The Scripps Research Institute Molecular Screening Center

Outcome played no part in choosing rows; 6.9% or so of the library scored in one or more.
